# Screening results (PubChem BioAssay)
# PLC-beta3 inh = human PLC-beta3 inhibitors, primary screen, biochemical, fluorescence; 1-phosphatidylinositol 4,5-bisphosphate phosphodiesterase beta-3 (Homo sapiens), Q01970; Purified PLC-beta3, fluorogenic substrate; inhibition, % at 12.2 µM; 0.18% of 370,000 active; AID 720704, 2013; in the data active = inhibition above about 11%;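 also: 0% = median of compound wells on plate and 100% = full blocker control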
# ssDAF-12 act = S. stercoralis DAF-12 nuclear receptor activators, primary screen, cell-based, luminescence, HEK293, GRIP1 co-expression, lit1-tk-luc. Nuclear hormone receptor DAF-12 (Strongyloides stercoralis). HEK293 ssDAF-12/GRIP1 lit1-tk-luc reporter; % of 3 µM dafachronic acid response. activation, % at 6.8 µM. 1% of 370,000 active;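 active = activation above the mean over all tested compounds plus 3 SD, cut at about 0.9% in these data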;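 also: 0% = DMSO-only wells and 100% = 3 µM delta7-dafachronic acid wells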
# DAX1 inh-1 = DAX1 (NR0B1) inhibitors on StAR promoter, primary screen, cell-based, luminescence, SF-1 (NR5A1), full-length DAX-1 | HEK293T StAR-luciferase reporter, SF-1/DAX-1 repression relief | 1.1% of 370,000 active | AID 652010, 2013 | inhibition, % at 6.8 µM;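 active = inhibition above the mean over all tested compounds plus 3 SD, cut at about 3.6% in these data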;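 also: 0% = DAX-1 cells with DMSO and 100% = cells lacking DAX-1 with DMSO; higher inhibition means more luminescence from relief of DAX-1 repression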
# SMARCA2 activ = SMARCA2 (BRM) function activators, primary screen, cell-based, luminescence, high throughput; MG213 cells, MMTV-luciferase reporter, dexamethasone, overnight; activation, % at 9.1 µM; 1% of 370,000 active; AID 652017, 2013; in the data active = activation above about 7.8%;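 also: 0% = vehicle wells and 100% = reference activator wells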
# hcDAF-12 act = H. contortus DAF-12 nuclear receptor activators, primary screen, cell-based, luminescence, HEK293, lit1-tk-luc reporter; HEK293 hcDAF-12 lit1-tk-luc reporter; 0% DMSO, 100% Δ7-dafachronic acid; activation, % at 6.8 µM; 1.4% of 370,000 active;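 active = activation above the mean of all tested compounds plus 3 SD, cut at about 5.5% in these data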;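 also: 100% = response to 3 µM Δ7-dafachronic acid high control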
# MBD2 inh = inhibitors of MBD2 binding to methylated DNA, primary screen, biochemical, TR-FRET, DNA-binding domain, human; MBD2 binding to methylated oligonucleotide; 0.31% of 370,000 active; AID 686964, 2013; inhibition, % at 4.4 µM; Methyl-CpG-binding domain protein 2 (Homo sapiens), Q9UBB5; in the data active = inhibition above about 13%
# DAX1 inh-2 = DAX1 (NR0B1) inhibitors, primary screen, cell-based, HEK293, Gal4-DAX1, luciferase luminescence; Nuclear receptor subfamily 0 group B member 1 (Homo sapiens), P51843; HEK293 Gal4-DAX1 luciferase reporter; inhibition, % at 6.75 µM; 0.99% of 340,000 active; AID 504766, 2011;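 active = inhibition above the mean over all tested compounds plus 3 SD, cut at about 4.2% in these data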;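 also: 0% = DAX1-transfected cells with DMSO and 100% = empty-vector control cells with DMSO; inhibition shows as a rise in luminescence from relieved DAX1 repression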
# Target sequence (P51843 207-470 limits assumed): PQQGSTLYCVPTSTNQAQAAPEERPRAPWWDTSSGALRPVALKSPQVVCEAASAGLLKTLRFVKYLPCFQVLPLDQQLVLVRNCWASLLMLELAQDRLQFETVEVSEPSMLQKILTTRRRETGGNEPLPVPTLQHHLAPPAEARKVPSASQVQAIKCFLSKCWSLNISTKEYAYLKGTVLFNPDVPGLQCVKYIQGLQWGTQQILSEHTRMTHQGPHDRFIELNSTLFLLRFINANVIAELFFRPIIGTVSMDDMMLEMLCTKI
# NR1D1 modulator = modulators of Rev-erb alpha DNA binding, primary screen, biochemical, FITC-DNA, fluorescence polarization, uHTS; Rev-erbα–FITC-DNA binding, 90 min; activity, % at 10 µM; 0.79% of 370,000 active;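 active = activity above about 14%, limit read from the data; passing the limit was not always enough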;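 also: 0% = DMSO wells with 35 nM protein and 100% = DMSO wells with 750 nM protein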
# hgDAF12 agonist = H. glycines DAF-12 receptor agonists, primary screen, cell-based, luminescence, HEK293, GAL4 fusion, UAS-luciferase. Nuclear hormone receptor DAF-12 (Heterodera glycines), GAL4 fusion. HEK293 GAL4-hgDAF12 UAS-luciferase reporter, agonist luminescence; normalized to butyrate control. activation, % at 6.8 µM. 1.8% of 370,000 active. AID 687014, 2013;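 active = activation above a cutoff set at the mean of all screened compounds plus 3 SD, cut at about 10% in these data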;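 also: 0% = DMSO wells and 100% = sodium butyrate wells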
# PLC-gamma1 inh = PLC-gamma1 enzyme inhibitors, primary screen, biochemical, fluorescence, purified enzyme; inhibition, % at 12.2 µM; 1-phosphatidylinositol 4,5-bisphosphate phosphodiesterase gamma-1 (Homo sapiens), P19174; 0.84% of 370,000 active; AID 720700, 2013; fluorogenic substrate; in the data active = inhibition above about 9.5%
# ADAM17 inh = ADAM17 inhibitors, primary screen, biochemical, QFRET; inhibition, % at 6.95 µM; recombinant ADAM17, EDANS/DABCYL FRET peptide cleavage; 0.83% of 370,000 active;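 active = inhibition above the mean of compounds lying between control limits plus 3 SD, set per campaign, cut at about 8.5% in these data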;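 also: 0% = DMSO-only wells as the low control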
# Target sequence (P78536 215-824 limits assumed): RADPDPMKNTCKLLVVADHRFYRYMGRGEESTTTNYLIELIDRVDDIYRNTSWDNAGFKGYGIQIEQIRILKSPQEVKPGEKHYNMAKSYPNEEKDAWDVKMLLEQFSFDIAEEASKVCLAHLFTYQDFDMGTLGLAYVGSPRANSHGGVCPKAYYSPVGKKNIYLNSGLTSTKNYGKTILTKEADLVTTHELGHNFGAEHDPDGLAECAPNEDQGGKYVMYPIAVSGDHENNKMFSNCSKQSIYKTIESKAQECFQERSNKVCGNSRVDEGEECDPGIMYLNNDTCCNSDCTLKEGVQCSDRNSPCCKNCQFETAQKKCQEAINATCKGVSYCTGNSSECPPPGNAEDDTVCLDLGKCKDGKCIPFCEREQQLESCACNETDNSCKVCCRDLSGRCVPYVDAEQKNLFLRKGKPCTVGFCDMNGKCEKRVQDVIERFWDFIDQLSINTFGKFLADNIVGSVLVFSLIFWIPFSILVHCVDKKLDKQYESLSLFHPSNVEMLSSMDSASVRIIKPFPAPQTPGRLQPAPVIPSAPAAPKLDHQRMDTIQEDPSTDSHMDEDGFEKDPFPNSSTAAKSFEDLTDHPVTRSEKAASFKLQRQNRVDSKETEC
# * hit, by the source's call; . = not tested or not shown. No enrichment for hits; any-hit rate near 7.4%.
SMILES,PLC-beta3 inh,ssDAF-12 act,DAX1 inh-1,SMARCA2 activ,hcDAF-12 act,MBD2 inh,DAX1 inh-2,NR1D1 modulator,hgDAF12 agonist,PLC-gamma1 inh,ADAM17 inh
O=C(Nc1nccs1)C(=O)c1c[nH]c2ccccc12,-4,1.8*,3.1,7,6.5*,3,0.9,6,9.2,0,-1
COC(=O)[C@H](Cc1ccc(O)cc1)NC(=O)Cn1ccc(NC(=O)OCc2ccccc2)nc1=O,3,-1.3,-0.3,0,0.4,0,0.7,-4,0.5,-1,-2
COc1cc(OC)cc(C(=O)NNC(=O)Cc2cccs2)c1,-21,-0.2,1.1,-3,3.4,-4,1.4,1,2.7,-13,4
COc1cccc(/C(O)=C2/C(=O)C(=O)N(CCN(C)C)C2c2ccccn2)c1 (stereo unspecified),-7,-0.7,0.3,0,0.3,2,1.1,5,0.5,-4,-7
OC(CN1CCc2ccccc2C1)c1ccccc1 (stereo unspecified),-7,-0.2,-0.4,-4,1.8,0,1.3,-6,-0.6,-3,-3
CC(=O)c1ccc(Sc2ccccc2N)c([N+](=O)[O-])c1,-148,0.5,-0.2,2,-0.7,-1,.,1,0.1,-104,-71
CSC[C@H]1CN(c2ccccc2)C(=O)[C@@H]1CC(=O)Nc1ccc(Br)cc1,2,-0.9,-0.3,5,-2.5,0,1.9,5,-2.2,1,-2
O=C1C2CCCCN2C(=O)N1CCCCN1CCN(c2ccccc2Oc2ccccc2)CC1 (stereo unspecified),-3,-1.5,-0.1,-1,0.6,2,0.0,-1,1.4,4,0
Cc1cccc(NC(=O)c2cccc(N3C(=O)CCC3=O)c2)c1,-5,-0.2,-1.3,0,4.0,-4,0.5,2,3.2,-2,-6
COc1cc(/C=C2\SC(=Nc3cccnc3)NC2=O)cc(OC)c1OC,-35,-0.4,0.2,-3,-0.1,0,.,-5,-1.6,-18,-3
Cn1cc(CN2CCC(n3nccc3NC(=O)Cc3ccccc3)CC2)cn1,-4,-0.9,1.4,-1,0.8,-3,0.1,8,-3.3,-2,-5
c1cncc(-c2nn[nH]n2)c1,1,-1.1,1.0,-6,-1.6,0,1.0,-2,4.0,3,1
CCCCCNC(=O)c1ccc2c(=O)n(CCCOCC)c(=S)[nH]c2c1,-5,-1.2,-1.4,2,-1.7,-3,0.4,1,-0.6,3,-2
CCCCCc1ccc(S(=O)(=O)Nc2cc(C)ccn2)cc1,-9,-0.9,-0.3,-3,-1.6,3,0.1,2,-0.2,-2,-6
O=S(=O)(NC1CCCCC1)c1ccc(N2CCOCC2)nc1,-12,-1.5,0.0,0,-1.1,0,1.1,-3,-1.5,-3,-2
CN1CCN(S(=O)(=O)c2cccc(S(=O)(=O)c3ccc(Cl)cc3)c2)CC1,0,-1.5,-1.4,-3,-1.2,-2,-0.2,3,-1.4,0,-1
CC(=O)c1cccc(CN2CCC(n3nccc3NC(=O)CCOc3ccccc3)CC2)c1,-9,-1.4,-0.6,-2,-2.4,2,-0.2,-3,0.9,1,-2
COc1cc(C2/C(=C(\O)c3ccc4c(c3)CC(C)O4)C(=O)C(=O)N2c2nnc(C)s2)cc(OC)c1OC (stereo unspecified),-26,-1.2,0.0,-1,0.1,-2,0.0,4,-1.3,-16,-2
O=C(Cn1c(COc2ccccc2)nc2ccccc21)Nc1cccc(Cl)c1,-3,-0.9,-0.4,-1,1.5,3,1.5,-5,3.7,1,-3
CC(C)Cc1nc(N2CCN(C(=O)c3ccco3)CC2)c(C#N)c2c1CCC2,-50,-1.3,-1.1,-1,-0.6,5,-0.9,8,-2.3,-39,-52

# ssDAF-12 act: entries above that show a hit.
molecule,PLC-beta3 inh,ssDAF-12 act,DAX1 inh-1,SMARCA2 activ,hcDAF-12 act,MBD2 inh,DAX1 inh-2,NR1D1 modulator,PLC-gamma1 inh,ADAM17 inh
O=C(Nc1nccs1)C(=O)c1c[nH]c2ccccc12,-4,1.8*,3.1,7,6.5*,3,0.9,6,0,-1

# Next section
SMILES,PLC-beta3 inh,ssDAF-12 act,DAX1 inh-1,SMARCA2 activ,hcDAF-12 act,MBD2 inh,DAX1 inh-2,NR1D1 modulator,hgDAF12 agonist,PLC-gamma1 inh,ADAM17 inh
CCCCn1c(N)c(N(CCOC)C(=O)COC(=O)CCOc2ccccc2)c(=O)[nH]c1=O,-8,-0.7,-0.6,-1,1.9,-1,0.9,-1,0.9,0,-8
Cc1ccccc1Nc1nc(N)nc(COC(=O)/C=C/c2ccco2)n1,-5,-0.3,-0.2,-2,0.5,1,2.0,1,-1.9,-2,-3
O=C(c1cn(-c2ccccc2)nc1-c1cccnc1)N1CCCC(C(F)(F)F)C1 (stereo unspecified),1,-1.1,0.1,-1,-0.8,-3,0.2,1,-2.0,-1,1
COc1ccccc1C1CCN(Cc2ccc3ccccc3c2)CC1,2,-1.3,0.0,-1,-1.1,0,-0.7,5,3.9,9,0
COCCn1c(=O)[nH]c2cc(C(=O)NC(C)C)ccc2c1=O,-37,-0.9,-0.4,-3,-2.3,3,1.2,2,2.3,-32,-22
O=C(O)COCC(=O)N1CCCN(c2ccc(C(F)(F)F)cn2)CC1,-6,-1.0,-0.3,-3,0.7,-2,-0.4,7,1.8,1,-8
CCOC(=O)Cc1csc(NC(=O)CCCCCN2C(=O)c3ccccc3C2=O)n1,-2,-2.1,-0.5,-5,-2.2,-3,-0.4,2,-3.6,1,-3
CCCCN1CC(COCc2ccccc2)Oc2cccc(Oc3ccc(F)cc3OC)c2S1(=O)=O (stereo unspecified),7,-0.8,0.1,-3,-1.9,-3,.,1,1.0,3,7
CCOc1ccc(CNCc2ccccc2Cl)cc1,-2,-0.5,0.9,2,-1.8,1,-0.9,6,2.1,1,-3
COc1ccncc1-c1csc(C(O)c2ccccc2)n1 (stereo unspecified),-1,-1.4,-0.2,1,-0.8,4,.,-1,-1.6,0,-3
O=C(Nc1ccc(Cl)cc1Cl)c1ccc2ncsc2c1,-3,-0.3,1.6,5,1.6,-2,2.7,1,7.8,4,0
CCN1C(=O)[C@H]2[C@@H](c3ccc(-c4ccc(OC)cc4)c(OC)c3)N[C@@](C)(C(=O)OC)[C@H]2C1=O,-374,-1.1,-0.3,1,-1.7,4,1.9,1,-0.7,-236,-90
COC(=O)c1cc([N+](=O)[O-])c(-n2ccnc2)c([N+](=O)[O-])c1,0,-0.3,-0.1,-4,-0.1,-2,-0.4,-2,2.9,-1,1
COc1ccc(N2CCC(CNC(=S)Nc3c(C)cc(C)cc3C)C2)cc1 (stereo unspecified),-9,-1.7,0.5,1,-2.5,-1,1.4,-9,0.1,-2,1
CCCCCCOC(=O)c1ccc(N)cc1,-7,-1.1,0.6,8.0*,0.8,-1,2.1,-1,6.4,-1,0
COC(=O)CCC(=O)COc1ccccc1C#N,2,-1.5,-0.1,4,-1.9,0,0.6,0,1.6,0,-2
O=C(CCc1nc2ccccc2[nH]1)N1CCc2ccccc2C1,-5,-1.0,0.3,0,-0.1,-1,1.9,3,0.5,-1,-5
COc1cc2c(cc1NS(=O)(=O)N1CCCC1)oc1ccccc12,2,-1.7,-0.7,1,-0.9,-2,-0.3,3,0.0,3,-10
Cc1ccc([C@H]2C[C@@H](n3cc(-c4ccc(F)cc4)nn3)[C@H](O)CN2CC2CCCCC2)cc1,-1,-0.9,-0.6,-3,-0.4,4,2.0,2,-0.4,-1,-4
CCOc1ccc(-c2cc(N)n(S(=O)(=O)c3ccc(OC)cc3)n2)cc1,0,-0.8,-1.1,-1,-2.5,-1,-0.3,0,0.9,0,6
O=C(Nc1ccc(F)cc1)C1CCN(c2ncnc3c2nc2n3CCCCC2)CC1,-6,-1.9,-2.3,0,-4.3,-4,-0.5,1,-3.9,0,-1
COc1ccccc1-c1noc2c1C(=O)N(Cc1cn(-c3ccccc3)nn1)CC2,5,-1.2,-0.8,-5,0.6,-1,.,2,-2.2,1,8
CCOC(=O)n1c(=O)n(Cc2ccccc2)c2ccccc21,-1,-1.6,0.3,-1,-1.7,3,1.3,1,-3.9,5,-1
Cc1cccc(C(=O)OCC(=O)NCCCc2ccccc2)c1,-4,-1.3,0.3,1,-1.2,-2,.,0,2.5,-1,-3
COc1ccccc1OCCCCNC(C)(C)C,1,-1.4,0.7,-1,1.1,-4,-0.1,0,1.5,-1,-2
COc1cccc(/C=C2\SC(=S)N(NC(=O)c3ccncc3)C2=O)c1,-15,-1.1,0.4,-3,-0.3,6,-0.1,6,1.8,-3,-4
CC/C(=C/c1sc2ccccc2[n+]1CC)SC,3,-1.6,0.1,-1,-1.5,0,0.3,-5,-0.4,-1,-3
CCN1CCN(C(=O)CCS(=O)(=O)c2cc3c(cc2Cl)NC(=O)CO3)CC1,0,-0.4,-0.6,-1,-0.4,2,2.8,2,0.5,0,-1
COc1ccc(S(=O)(=O)Nc2ccc3c(c2)CCC3)cc1,2,-0.8,-1.3,-1,-0.9,0,-0.5,-6,-8.0,2,4
COc1ccc(NC(=O)Nc2cc(F)ccc2C)cc1,-3,-2.2,-1.0,-4,-0.8,-2,0.1,5,2.6,4,0
CC(C)(C)[C@H]1C=C(C(=O)Nc2ccccc2)O[C@@H](OCCCCO)C1,8,-2.5,-1.2,-5,-4.4,0,0.3,-3,-10,1,-1
O=C1C=C(NCc2ccco2)C2(CCCCC2)O1,0,-1.0,0.3,-3,1.7,-4,-0.3,2,-0.1,3,5
O=C(c1cc(Cl)cc(Cl)c1)N1CCC2CC1c1cc(N3CCCCC3)ccc12 (stereo unspecified),-1,-1.1,0.8,-2,0.6,-1,0.0,9,-1.5,-2,0
Nn1c(-c2ccccc2)nc2ccccc2c1=O,-2,-0.2,0.5,-4,-0.1,2,0.0,-2,0.6,8,2
O=C(Nc1ncn[nH]1)c1ccc(Cl)c(S(=O)(=O)Nc2ccc(Cl)cc2)c1,5,-0.9,0.5,0,2.1,1,0.0,-2,-4.0,5,-8
O=C(C(NS(=O)(=O)c1cccs1)c1ccccc1)N1CCN(c2ccccc2F)CC1 (stereo unspecified),2,-1.4,-0.1,3,-1.1,-1,0.1,5,-0.6,-2,-1
Cc1[nH]c(=O)[nH]c(=O)c1CSc1nnc(CCCCCNC(=O)OC(C)(C)C)o1,1,-1.8,-0.1,7,-0.7,0,0.4,0,1.4,7,1
